KKLEB cytotox: cytotoxicity in KKLEB CF airway cells, primary screen, cytotoxicity control for CF NF-kB inhibitor project, cell-based, uHTS, fluorescence assay plates. activity change (cytotoxicity), % at 5 µM. hit rate 0.36% among 360,000. KKLEB CF airway cells viability, ATPlite luminescence, overnight; stronger effect = lower value; cells stimulated with P. aeruginosa culture filtrate;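 active = corrected activity change at or below -50% at 5 µM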
HIF-2a block: HIF-2a reporter inhibitors, primary screen, luminescence, 786-0 RCC cells | AID 624352, 2012 | 786-0 RCC cells HIF-2a reporter, luciferase luminescence, overnight | inhibition, % at 18.8 µM | hit rate 0.72% among 360,000;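 active = inhibition of the luminescence signal of 40% or more relative to plate controls, in a single-dose primary screen at 18.75 µM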
Peg3 promoter: Peg3 promoter-driven luciferase inhibitors, primary screen, cell-based, HeLa, luciferase luminescence; HeLa PEG-Prom luciferase reporter, overnight; inhibition, % at 20 µM; hit rate 1.7% among 360,000;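 active = inhibition of at least 50% at 20 µM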
TWEAK Fn14 block: inhibitors of TWEAK-Fn14 signaling, primary screen, luciferase reporter cells, uHTS. hit rate 2% among 360,000. TWEAK-stimulated Fn14 reporter cells, luciferase luminescence, 8 h. inhibition, % at 10 µM; in the data active = inhibition above about 50%
TRAIL sens C8: viability loss with TRAIL in NB7+C8 cells, primary screen, TRAIL sensitizer project, cell-based, ATPlite luminescence; inhibition (viability loss, TRAIL sensitization), % at 10 µM; hit rate 1% among 360,000;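 active = compounds causing at least 50% loss of cell viability in the single-dose screen, relative to plate controls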
Shn3 inh set2: reduction of Shn3 3'UTR firefly luciferase signal, primary screen, Schnurri-3 inhibitor project, cell-based, Clone20 osteoblasts, set 2; Clone20 osteoblast Shn3 3'UTR firefly luciferase, 24 h; inhibition, % at 12.5 µM; hit rate 0.52% among 360,000;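 active = mean inhibition of at least 75% with every replicate also reaching 75%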;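 note: 0% = median of neutral control wells and 100% = pilot-screen positive control compound; some compounds past the cut are filed as inactive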
CF NFkB block: inhibitors of PAF-induced NF-kB signaling, primary screen, cell-based, GFP fluorescence, uHTS; AID 588850, 2011; KKLEB NF-kB-GFP reporter, GFP fluorescence overnight; inhibition, % at 5 µM; hit rate 0.86% among 360,000;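 active = at least 50% inhibition at 5 µM, scaled per plate between neutral and stimulator controls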;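 note: PAF is a Pseudomonas aeruginosa culture filtrate used as stimulus; plate controls were PAF-stimulated DMSO wells for no effect and unstimulated DMSO wells for full effect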
TROY NFkB inh: inhibitors of TROY-driven NF-kB signaling, primary screen, Q293 LMP1-TROYcd cells, NF-kB luciferase, uHTS; Q293 LMP1-TROYcd NF-kB luciferase reporter, 4 h; inhibition, % at 10 µM; hit rate 0.98% among 360,000; AID 1347056, 2019;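 active = compounds whose plate-normalised and pattern-corrected inhibition of the luciferase reporter signal at the single screening dose is 50% or more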
TRPM1 prom inh: inhibitors of MITF-dependent TRPM1 promoter reporter, primary screen, cell-based, SK-MEL-5, single point, luciferase; SK-MEL-5 TRPM1 promoter luciferase, 24 h; hit rate 0.83% among 330,000; inhibition, % at 12.5 µM;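 active = mean inhibition across replicates of 60% or more, whatever share of single replicates reaches that level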; note: values of inactives mirror those of a sister screen read the other way
NR2E3 ag-1: inhibitors of NR2E3-RetCOR corepressor binding, primary screen, NR2E3 agonist project, biochemical, TR-FRET, GST-NR2E3, biotin-RetCOR; 1536-well; inhibition of corepressor binding, % at 4.78 µM; hit rate 0.12% among 320,000; AID 2300, 2010;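 active = percent inhibition above the cutoff of mean plus 3 SD of all tested compounds, set per screening campaign, cut at about 20% in these data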;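 note: 0% = DMSO wells and 100% = biotin wells as full block of FRET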
Target sequence (Q9Y5X4 whole entry, looked up): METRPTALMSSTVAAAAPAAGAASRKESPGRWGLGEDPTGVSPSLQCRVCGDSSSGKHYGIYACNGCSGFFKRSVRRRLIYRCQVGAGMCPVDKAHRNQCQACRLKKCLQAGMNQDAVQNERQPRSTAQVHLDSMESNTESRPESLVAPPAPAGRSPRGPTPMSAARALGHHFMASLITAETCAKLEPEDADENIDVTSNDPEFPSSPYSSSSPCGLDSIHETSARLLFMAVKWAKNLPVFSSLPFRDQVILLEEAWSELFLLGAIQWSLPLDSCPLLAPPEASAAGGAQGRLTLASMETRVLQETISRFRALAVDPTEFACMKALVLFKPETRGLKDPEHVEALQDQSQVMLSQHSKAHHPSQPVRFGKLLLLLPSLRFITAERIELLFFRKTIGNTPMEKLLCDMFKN
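System: GST-tagged NR2E3 plus biotinylated RetCOR corepressor; Amount: 1.35 nM GST-tagged NR2E3 final; Dosing: single nominal compound dose of 4.8 µM; Schedule: 5 h incubation at 4 °C; Technique: TR-FRET with europium anti-GST and streptavidin-D2, 340 nm excitation; Controls: biotin wells as high control, 0.6% DMSO wells as low control.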
NR2E3 ag-2: NR2E3 agonists in two-hybrid cells, primary screen, cell-based, luminescence, CHO-S, Gal4-NCOR/VP16-NR2E3. Photoreceptor-specific nuclear receptor (Homo sapiens), Q9Y5X4. luciferase. inhibition of corepressor binding, % at 3.98 µM. hit rate 0.35% among 360,000. AID 602229, 2012;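 active = inhibition above the mean of all tested compounds plus 3 SD, cut at about 70% in these data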;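 note: 0% = DMSO with NR2E3 transfected cells and 100% = cells lacking NR2E3 construct; higher means lower luciferase signal from less NR2E3 corepressor binding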
Starred values were filed as active, the others as inactive; · = no result given. This is a subset; rates above refer to the full screens.

SMILES	KKLEB cytotox	HIF-2a block	Peg3 promoter	TWEAK Fn14 block	TRAIL sens C8	Shn3 inh set2	CF NFkB block	TROY NFkB inh	TRPM1 prom inh	NR2E3 ag-1	NR2E3 ag-2
COc1ccc(C(=O)Nc2ccc(C(=O)Nc3nccs3)cc2)cc1[N+](=O)[O-]	6	17	2	-16	-7	6	5	-14	3	0	-13
Cc1ccc(S(=O)(=O)NNC(=O)C23CCC(CC2)C3)cc1	-10	10	-3	0	-8	-4	-6	-4	·	·	-21
COc1ccc(CNC(=O)C2CC(=O)N(c3ccc(OCC(=O)N4CCCCC4)cc3)C2)cc1 (stereo not given)	-4	10	17	13	1	3	-6	58*	2	-2	6
CC1(C)NC(=O)N(CC(=O)Nc2ccc(-c3ccccc3)cc2)C1=O	6	13	5	-2	-3	13	-4	-14	·	·	-36
Cc1ccc(CN(C(=O)c2csnn2)C(C(=O)NC2CCCC2)c2ccccn2)cc1 (stereo not given)	1	13	8	-1	-13	-21	-1	5	7	3	-7
CCc1cccc(NC(=O)CCSCCC(=O)Nc2cccc(CC)c2)c1	-5	24	12	5	-4	-11	13	9	-2	-1	2
Cc1cnc(C(=O)Nc2ccc(C)c(S(=O)(=O)N3CCCCCC3)c2)cn1	8	12	4	18	8	13	-12	7	7	·	-15
NNC(=O)CN1C(=O)Nc2ccc(Cl)cc2C1c1ccccc1 (stereo not given)	4	17	13	1	6	4	-8	7	-1	-4	-11
O=C(O)COCC(=O)Nc1ccc2c(c1)ncn2CCc1ccccc1	6	19	18	9	4	-2	-11	-5	-5	2	2
CC(OCCN1CCCC1)(c1ccc(F)cc1)c1ccc(F)cc1	1	12	-9	-26	1	2	14	-6	-17	-1	-14
COc1ccc(NC(=O)CCCC2CCCCC2)c(OC)c1	10	-145	-148	-29	-10	9	19	-54	-18	·	-6
Cc1ccccc1OCC(=O)N1CCCc2ccccc21	9	-103	-90	-9	3	-15	-5	-18	2	0	-37
COc1ccccc1C(=O)N1CCN(c2cccc(C(F)(F)F)c2)CC1	-2	11	18	16	1	15	12	16	17	-2	-62
Cc1cc(C)n(/N=C/c2ccc(O)cc2)c(=O)c1C#N	2	3	-3	-1	14	4	-12	2	0	1	-2
CCN1CCN(c2ccc(S(=O)(=O)N3CCOCC3)cc2NC(=O)c2cc(F)c(F)c(F)c2F)CC1	-3	9	-5	26	-11	3	20	-23	·	·	3
COc1ccc(NC(=O)c2ccccc2NC(=O)c2ccccc2C(=O)O)c(OC)c1	8	-51	-25	-5	-6	-6	-9	-19	-18	-1	-43
COc1ccc(OCCN2C(=O)c3ccccc3C2=O)c([N+](=O)[O-])c1	-4	-106	-30	-22	7	-23	-5	-49	-42	-1	-33
O=C(NNC(=O)C1CC1c1ccccc1)c1ccccc1[N+](=O)[O-] (stereo not given)	12	10	18	5	-13	-50	-3	4	1	-3	4
Cc1ccc(NC(=S)NNc2ccc([N+](=O)[O-])cc2S(=O)(=O)Nc2ccccc2C(=O)O)cc1C	-5	6	14	1	5	-5	15	-20	9	5	-19
Cc1ccsc1/C=C(\C#N)C(=O)NC1CCS(=O)(=O)C1 (stereo not given)	8	1	-7	-2	-9	-21	-12	7	-4	0	-4
O=C(NCC1(c2ccccc2)CCCC1)C(=O)NCC1(c2ccccc2)CCCC1	0	11	4	-2	5	5	19	5	0	·	-13
COc1ccccc1Nc1nc(N)nc(CSC(=S)N2CCN(c3ccccc3)CC2)n1	6	10	14	9	-8	18	-18	-1	-2	1	1
CC(N)c1csc(Nc2cc(Oc3ccccc3)ncn2)n1 (stereo not given)	16	-11	-56	-12	-1	-32	25	10	·	·	8
Cc1cc(NC(=O)CSc2nc3sc4c(c3c(=O)n2C)CCCC4)no1	-17	10	25	-9	45	-14	8	-1	8	1	21
O=C(NCCN1C(=O)CSC1=O)c1ccccc1	-11	-8	0	12	-3	13	8	-7	10	1	-7

Other entries.
SMILES	KKLEB cytotox	HIF-2a block	Peg3 promoter	TWEAK Fn14 block	TRAIL sens C8	Shn3 inh set2	CF NFkB block	TROY NFkB inh	TRPM1 prom inh	NR2E3 ag-1	NR2E3 ag-2
O=C(NC1=NCCS1)c1ccccc1OCc1ccc(F)cc1	7	5	19	11	-4	9	12	-2	-9	1	-1
CCCCCC/C=C/c1ccc(OC)c([C@H]2[C@H]3C=CC[C@@H](C)[C@@H]3C(=O)N2Cc2ccccc2)c1	-6	17	1	0	21	-8	5	-7	3	-1	12
CCOC(=O)C1=C(C)NC(=S)NC1c1ccc(OCC(=O)N2CCCCC2)cc1 (stereo not given)	-5	6	-21	-8	6	-101	-4	8	7	1	-3
Cc1nnc2c(NCCc3ccccc3)nc3ccccc3n12	-3	1	-5	29	21	-2	-51	15	38	4	-27
CC(=Nc1ccccc1)Nc1ccccc1	-25	-32	-10	-2	-6	-10	10	-7	-15	-4	-20
c1ccc(-c2nnc(Cn3c4ccccc4c4nc5ccccc5nc43)o2)cc1	-9	-47	-101	0	7	0	-1	-32	-21	·	-38
Cc1cc2ccccc2c(=O)n1CC(=O)Nc1ccc2c(c1)OCO2	-2	-28	-7	-12	-5	1	1	-6	-1	1	2
O=C(O)/C=C\C(=O)NNC(=O)c1cc(-c2ccccc2)n[nH]1	4	16	11	-8	7	8	-14	4	-2	-2	-5
COc1ccc(NC(=O)Cc2nnc(SCC(=O)NC3CCCC3)n2C)cc1	7	9	-3	3	16	8	-1	-6	-6	5	-22
Cn1c(Cl)c(C(=O)Nc2ccccc2)c2ccccc21	2	-85	-56	7	13	-44	-9	-45	5	-1	-17
COc1cccc(OCc2nc(-c3ccc(Br)o3)no2)c1	-1	-73	-54	-13	-3	-7	15	-44	-19	0	-18
CCOC(=O)C1=C(COC(=O)c2ccc3ccccc3c2O)NC(=O)NC1C (stereo not given)	-11	1	21	-1	-1	-7	23	19	8	4	10
CN(CC(=O)Nc1cccc(F)c1)C(=O)c1ccccc1OCC(=O)Nc1cccc(C(F)(F)F)c1	6	3	15	21	28	55	-28	9	14	0	10
CC(C)OCCCNC(=O)C(=O)NCCCOC(C)C	4	10	6	-18	-3	25	-13	1	8	-2	-13
COC(=O)[C@H](Cc1ccccc1)NC(=O)N1CC(C)OC(C)C1 (stereo not given in full)	-7	-2	11	0	-4	-5	12	·	5	2	-3
O=C(CCCC(=O)c1ccccc1)Nc1ccc(O)cc1	-3	6	-15	-8	-19	-1	-8	-19	11	-2	-2
CCCCC(O)(CCCC)C(=O)N/N=C(\C)c1ccc(Cl)cc1	-7	11	-9	17	2	-2	-19	-11	1	0	19
Cc1ccc(S(=O)(=O)N2CCN(C(=O)CCc3c[nH]c4ccccc34)CC2)cc1	-15	6	-2	10	-4	-1	-40	-9	5	1	-10
O=C(c1cccc(C(=O)N(c2ccccn2)C2CCCCC2)c1)N(c1ccccn1)C1CCCCC1	3	4	5	-3	4	14	7	7	1	5	19
Cc1cc(C)n(CC(=O)n2c(C)c(C)c3ccccc32)n1	14	18	0	0	-4	5	-6	2	-3	-2	-2
COc1ccc(C)cc1NC(=O)CN1C(=O)COc2ccc(S(=O)(=O)N3CCCCC3)cc21	7	14	7	-3	-3	6	18	-3	-6	2	-1
CCN(C(=O)c1coc(=O)c2ccccc12)c1cc(OC)ccc1OC	-22	6	10	8	-1	1	9	-3	-6	-2	-15
CCc1nn(CC(=O)NCCc2ccc(Cl)cc2)c(=O)c2cccn12	2	-3	-3	0	-9	-23	-25	-54	12	0	3
COc1ccc(CNC(=O)CSc2nc3cccnc3s2)cc1	0	-34	-37	-14	3	-19	5	-11	-19	-2	-35
COc1cc(/C=N/NC(=S)NCc2ccco2)cc(OC)c1OC	9	-2	21	-9	1	5	-20	9	6	0	1

Shown with values under each structure: 2 of the compounds above.
Value order – KKLEB cytotox | HIF-2a block | Peg3 promoter | TWEAK Fn14 block | TRAIL sens C8 | Shn3 inh set2 | CF NFkB block | TROY NFkB inh | TRPM1 prom inh | NR2E3 ag-1 | NR2E3 ag-2
Cc1ccc(S(=O)(=O)NNC(=O)C23CCC(CC2)C3)cc1
 : -10 | 10 | -3 | 0 | -8 | -4 | -6 | -4 | · | · | -21
COc1ccc(CNC(=O)C2CC(=O)N(c3ccc(OCC(=O)N4CCCCC4)cc3)C2)cc1 (stereo not given)
 : -4 | 10 | 17 | 13 | 1 | 3 | -6 | 58* | 2 | -2 | 6

Other results
SMILES	KKLEB cytotox	HIF-2a block	Peg3 promoter	TWEAK Fn14 block	TRAIL sens C8	Shn3 inh set2	CF NFkB block	TROY NFkB inh	TRPM1 prom inh	NR2E3 ag-1	NR2E3 ag-2
CCCCn1c(N)c(N(CC)C(=O)CCNC(=O)NC23CC4CC(CC(C4)C2)C3)c(=O)[nH]c1=O	10	16	-8	-7	-13	4	-74	1	3	2	-11
CCOC(=O)C(NC(=O)c1ccc(OC)cc1)(N1CCCC1=O)C(F)(F)F (stereo not given)	6	9	10	-10	-7	-5	-2	16	-3	-2	-16
COc1cccc(NC(=O)CN(C)C(=O)C23CC4CC(CC(Cl)(C4)C2)C3)c1	-8	20	1	1	-17	-12	-12	4	11	2	-7
O=C(Cc1ccccc1)NNc1ccc2ccccc2c1	-25	-12	0	32	-2	-18	4	51*	8	-2	50
O=C(OCc1nc2ccsc2c(=O)[nH]1)c1cc(Br)c(Br)s1	-4	3	-5	-9	-29	2	24	6	-3	1	19
CSc1nnc(N2C(=O)C(O)=C(C(=O)c3ccc(C)o3)C2c2ccc(C)cc2)s1 (stereo not given)	40	-188	-185	28	5	10	-29	22	-11	14	-31
Fc1ccc(CSc2ncnc3scc(-c4ccccc4)c23)cc1	-9	27	20	-7	9	-3	43	-4	-14	-2	-47
Cc1csc(NC(=O)c2cncc(Br)c2)n1	-7	-196	-128	36	18	-71	9	4	-55	-1	-84
Cn1c(SCC(=O)N2c3ccccc3Sc3ccccc32)nc2ccccc21	2	28	-65	1	-7	0	5	0	7	1	-3
Cc1cccc(-c2noc(CCc3ccccc3)n2)c1	7	-252	-332	-28	-1	-29	-13	-68	·	3	-49
NC(=O)CC(NC(=O)c1cccc(Br)c1)c1ccc(NC2CCN(Cc3ccccc3)CC2)c([N+](=O)[O-])c1 (stereo not given)	13	12	12	10	15	-4	-4	4	-7	5	-6
Cc1cc(-c2ccccc2C(=O)NCc2ccccc2)on1	2	22	13	-3	6	-6	-1	-7	-5	4	-12
COc1ccc(/C=C/C(=O)N(CC(C)C)CC(C)C)cc1Br	8	5	26	-20	7	14	-8	15	14	0	-1
CCNC(=O)CC1SC(=Nc2ccccc2C)N(C)C1=O (stereo not given)	-1	18	2	-9	-11	-6	10	2	0	-3	7
CCOC(=O)c1c(N)sc(C(=O)N(C)C)c1CN1CCOCC1	-5	11	19	-8	-20	-18	9	-4	3	0	-23

Compound activity as filed in PubChem BioAssay.
